N370S GC mod – qHTS Assay for Inhibitors and Activators of N370S glucocerebrosidase as a Potential Chaperone Treatment of Gaucher Disease; N370S GC spleen homogenate, 4MU-glucoside fluorescence; Potency, µM (doses to about 59.4 µM), for inactives: top-dose activity change, negative = inhibition, hits mostly inhibitors; 330,000 compounds, 0.092% hits;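 further: 0% = full enzyme activity and -100% = no enzyme basal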
FEN1 inh – qHTS Assay for the Inhibitors of Human Flap endonuclease 1 (FEN1); P39748; Recombinant FEN1 flap cleavage, fluorescence, 15 min; Potency, µM (highest dose often 114 µM), for inactives: at the highest dose activity change, negative = inhibition, actives largely listed as inhibitors; 390,000 compounds, 0.35% hits; further: nearly all actives have a fitted effect of over 65% in size
Target sequence (P39748 whole entry, looked up): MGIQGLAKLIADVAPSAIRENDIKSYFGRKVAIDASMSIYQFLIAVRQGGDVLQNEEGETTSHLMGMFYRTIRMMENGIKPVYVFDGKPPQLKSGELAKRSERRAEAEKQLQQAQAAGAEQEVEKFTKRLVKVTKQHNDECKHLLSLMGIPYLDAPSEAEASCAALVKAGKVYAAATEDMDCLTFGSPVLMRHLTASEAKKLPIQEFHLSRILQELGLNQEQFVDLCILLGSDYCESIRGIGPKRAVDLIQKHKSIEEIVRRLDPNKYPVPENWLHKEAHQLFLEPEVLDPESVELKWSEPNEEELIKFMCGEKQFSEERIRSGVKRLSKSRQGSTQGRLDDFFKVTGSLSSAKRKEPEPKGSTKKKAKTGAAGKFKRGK
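FEN1 at 10 nM preincubated with compounds 15 min at room temperature, then flap DNA substrate added at 50 nM final. Signal read at 0 and 15 min; concentration-response fitted with four-parameter Hill equation.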
TDP1 inh – qHTS Assay for Inhibitors of Tyrosyl-DNA Phosphodiesterase (TDP1) | Tyrosyl-DNA phosphodiesterase 1 (Homo sapiens), Q9NUW8 | recombinant TDP1, AlphaScreen DNA substrate cleavage | Potency, µM (highest dose often 130 µM), inactives show at the top dose activity change, negative = inhibition, usual class: inhibitors | 350,000 compounds, 0.28% hits; further: nearly all actives have a fitted effect of over 40% in size
Target sequence (Q9NUW8 whole entry, looked up): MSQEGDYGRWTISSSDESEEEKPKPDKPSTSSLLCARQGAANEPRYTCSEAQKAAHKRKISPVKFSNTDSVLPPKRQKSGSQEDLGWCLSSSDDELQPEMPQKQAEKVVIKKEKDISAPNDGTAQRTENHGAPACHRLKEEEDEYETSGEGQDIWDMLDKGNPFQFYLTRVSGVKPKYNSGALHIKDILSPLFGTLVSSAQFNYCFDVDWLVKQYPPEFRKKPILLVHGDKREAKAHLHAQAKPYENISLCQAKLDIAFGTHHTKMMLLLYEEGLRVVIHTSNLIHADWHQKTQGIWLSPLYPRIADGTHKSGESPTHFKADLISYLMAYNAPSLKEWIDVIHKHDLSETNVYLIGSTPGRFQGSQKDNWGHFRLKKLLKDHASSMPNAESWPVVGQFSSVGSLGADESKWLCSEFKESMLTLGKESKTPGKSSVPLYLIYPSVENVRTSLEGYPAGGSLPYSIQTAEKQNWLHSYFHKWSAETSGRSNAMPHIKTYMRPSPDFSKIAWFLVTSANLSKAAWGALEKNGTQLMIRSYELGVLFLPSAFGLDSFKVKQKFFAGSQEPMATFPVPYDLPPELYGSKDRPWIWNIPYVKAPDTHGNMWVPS
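Steps: enzyme plus compound, 15 min RT; add biotin/phosphotyrosine-FITC oligonucleotide (15 nM final), react 5 min; add donor/acceptor beads (10 ug/ml final), 10 min; read AlphaScreen. Tdp1 at 1 nM final.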
* hit, by the source's call; ? = inconclusive; nt = no result given; & = joins results of further samples; [ ] = dose if it differs, or a comment. The call rests on the fitted dose curve; in most records, active means well fitted curve in the direction sought with a large enough effect; inconclusive means small, poorly fitted or top-dose-only effect, or another doubt; inactive means no such curve, though single readings can be large; an effect the other way counts as inactive or inconclusive. Unless noted, on the % scale 0 is the no-effect control and ±100 the full control effect; potency means the concentration at half of the fitted maximal effect. Only part of the results is shown. The share of hits here may be higher or lower than overall.

Compound	N370S GC mod	FEN1 inh	TDP1 inh
CCCCCn1c(=O)c(C(=O)Nc2cccc(C)n2)c(O)c2ccccc21	-7.4%	-14.2%	nt
C[S@@](=O)CCCCN=C=S	-7.7%	nt	4.3%
CCOc1ccccc1N1C(=O)NC(=O)C(CCc2ccncc2)(CCc2ccncc2)C1=O	0.5%	10.1%	2.6%
Cc1nc2ccc(Cl)cc2c(-c2ccccc2)c1C(=O)O	-10.1%	-4.5%	0.0%
O=C1NC(=O)N(Cc2ccccc2Cl)C(=O)/C1=C/c1cccs1	7.7%	?	-1.2%
O=c1c2ccccc2[nH]c(=S)n1-c1ccc(Br)cc1	3.8%	-11.3%	5.4%
Cc1c(C)c2c(OCC(=O)N[C@@H](C)C(=O)O)cc3c(c2oc1=O)CCC(C)(C)O3	?	1.8%	nt
CN1[C@@H]2CC[C@H]1CC(OC1c3ccccc3CCc3ccccc31)C2 (stereo partly specified)	-28.5%	15.2%	3.0%[56.1 µM]
CCCCc1ccc(NC(=O)c2cccn(Cc3ccc(Cl)cc3)c2=O)cc1	nt	3.2%	1.1%
Cc1ccc(-n2c(C)nc3ccccc3c2=O)c(C)c1	9.9%	-11.3%	-2.6%

Compound	N370S GC mod	FEN1 inh	TDP1 inh
Nc1ccc(C2(c3ccc(N)cc3)CN3CCC2CC3)cc1	-4.7%	-21.7%	4.0%
C[C@@H]1OC(=O)[C@H]2C[C@H]3CCCC[C@@H]3[C@@H](/C=C/[C@H]3CCC[C@H](C)N3C)[C@@H]12	-0.2%	nt	0.0%
Cc1[nH]c2ccccc2c1CN(C)C	-3.7%	nt	11.5%
Cc1ccc(N=Cc2c(O)n(C)c(=O)n(C)c2=O)cc1	4.7%	20.4%	5.0%
NNC(=O)c1ccc(O)cc1	0.4%	-3.0%	-0.7%
O=c1cc(C2CCNCC2)[nH][nH]1	5.2%	-12.9%	6.0%
NC(=O)c1c(NC(=O)c2ccc(S(=O)(=O)N(CCCl)CCCl)cc2)sc2c1CCCCC2	-2.7%	-9.3%	1.1%
N[C@@H](Cn1cc(I)c(=O)[nH]c1=O)C(=O)O	1.0%&-16.1%	nt	-12.4%&14.1%[56.1 µM]
CN(C)c1ccc(/C=C/c2cc[n+](C)c3ccccc23)cc1	20.5%	35.5µM*	0.0%
COc1cccc(N=Nc2c(O)[nH]c(=S)[nH]c2=O)c1	-1.9%	-21.3%	-10.3%

Compound	N370S GC mod	FEN1 inh	TDP1 inh
CCOC(=O)c1ccc(NC(=O)c2cccn(Cc3ccc(C)cc3)c2=O)cc1	nt	-4.8%	2.6%
O=[N+]([O-])c1ccc(N2CCCC2)cc1N/N=C1\CN2CCC1CC2	-19.6%	-18.0%	5.1%
O=C(O)C1CN(CP(=O)(O)O)CCN1 (stereo unspecified)	2.0%	nt	2.0%
O=S(=O)(Oc1ccc(Cl)cc1)c1ccccc1	4.9%	nt	?
CC1O[C@@H](O[C@@H]2C(O)C[C@H](O[C@@H]3C(O)C[C@@H](OC4CC[C@@]5(C)C6CC[C@]7(C)C(C8=CC(=O)OC8)CC[C@@]7(O)C6CC[C@@H]5C4)OC3C)OC2C)CC(O)[C@H]1O (stereo partly specified)	-3.8%	nt	-5.1%[56.1 µM]
Cc1cccc(-n2c(O)c(C=NCCN3CCCCC3)c(=O)[nH]c2=O)c1	-1.1%	4.4%	1.4%
CC(=Nc1ccccc1N)c1c(O)n(C)c(=O)[nH]c1=O	-9.1%	-1.0%	nt
O=C(Nc1ccc2c(c1)OCO2)c1cccn(Cc2cccc(F)c2)c1=O	nt	-5.7%	-5.2%
CN1C(=O)C(=Cc2sc(=O)n(-c3ccccc3)c2N(C)C)C(=O)N(C)C1=O	-6.8%	6.8%	-1.4%
N#Cc1c(Oc2cccc(OS(=O)(=O)CCCC(F)(F)F)c2)cccc1C(F)(F)F	2.0%	nt	-1.0%

Compound	N370S GC mod	FEN1 inh	TDP1 inh
C/C(=N\N1CCCCCC1)c1c(O)n(-c2ccc(Cl)cc2)c(=O)[nH]c1=O	-3.6%	1.9%	-2.6%
COc1cccc(C(=O)C2CCCN(Cc3ccon3)C2)c1 (stereo unspecified)	-28.1%	15.3%	-3.6%
Cc1ccc(NC(=O)c2snnc2C)cc1Cl	-2.5%	-2.9%	-2.5%
CCC(=O)Nc1cc(C(=O)N2CCC3(CC2)OCCO3)ccc1S(=O)(=O)c1ccc(C)cc1	-0.9%	6.9%	4.8%
Fc1ccccc1CNCCc1ccc2c(c1)OCO2	-3.5%	0.4%	6.0%
Cc1nc2cc(F)ccc2n1C1CCN(Cc2nnnn2CCc2ccccc2)CC1	-0.2%	-8.4%	9.5%
CNC(C)(C)Cc1ccccc1	-1.0%	20.8%	9.6%
COc1cc([C@@H]2c3cc4c(cc3C[C@H]3COC(=O)[C@@H]32)OCO4)cc(OC)c1O	nt	-17.1%	1.3%
O=C(CF)NC(NC(=S)Nc1cccc([N+](=O)[O-])c1)C(Cl)(Cl)Cl (stereo unspecified)	-15.9%	-5.9%	4.9%
CNC(=O)Oc1cccc(-c2cn3cc(OC(=O)NC)ccc3n2)c1	?	-12.1%	-13.2%

Compound	N370S GC mod	FEN1 inh	TDP1 inh
COc1ccccc1N1CCN(Cc2ccc(Br)cc2)CC1	5.6%	-0.6%	nt
CC(=O)c1c(C)[nH]c(C(=O)N2CCC3(CC2)OCCO3)c1C	5.1%	-3.9%	4.9%
O=c1[nH]c(=S)n(-c2ccccc2)c(O)c1/C=N/N1CCOCC1	-9.9%	15.9%	3.0%
CN1/C(=C\C=C2C(=O)NC(=O)NC2=O)C(C)(C)c2ccccc21	-15.8%	9.3%	4.9%
Cc1cc(C)cc(NC(=O)CN2C(=O)CN=C(c3ccccc3)c3cc(Cl)ccc32)c1	nt	-23.8%	3.8%
COc1ccc(CNCCc2ccc3c(c2)OCO3)c(OC)c1OC	-0.1%	-11.9%	nt
CCN(CC)S(=O)(=O)c1cc(NC(=O)C(C)N2CC=C(c3ccccc3)CC2)ccc1C (stereo unspecified)	12.0%	-15.3%	0.0%
CCc1ccc(N2C(=O)NC(=O)/C(=C/c3ccsc3)C2=O)cc1	-3.9%	nt	0.0%
CCN1C(=O)N(CC)C(=O)C2(Cc3ccccc3N3CCN(c4ccccc4)CC32)C1=O (stereo unspecified)	-5.9%	6.9%	7.0%
Cc1ccc(C(C)(C)C)c(OCC(=O)Nc2ccc(Cl)cc2C(=O)c2ccccc2)c1	nt	12.7%	5.7%[12.3 µM]

An excerpt taken from the entries so far, as a working copy:
Compound	N370S GC mod	FEN1 inh	TDP1 inh
Cc1cc(C)cc(NC(=O)CN2C(=O)CN=C(c3ccccc3)c3cc(Cl)ccc32)c1	nt	-23.8%	3.8%
COc1ccc(CNCCc2ccc3c(c2)OCO3)c(OC)c1OC	-0.1%	-11.9%	nt
CCN(CC)S(=O)(=O)c1cc(NC(=O)C(C)N2CC=C(c3ccccc3)CC2)ccc1C (stereo unspecified)	12.0%	-15.3%	0.0%
CCc1ccc(N2C(=O)NC(=O)/C(=C/c3ccsc3)C2=O)cc1	-3.9%	nt	0.0%
CCN1C(=O)N(CC)C(=O)C2(Cc3ccccc3N3CCN(c4ccccc4)CC32)C1=O (stereo unspecified)	-5.9%	6.9%	7.0%
Cc1ccc(C(C)(C)C)c(OCC(=O)Nc2ccc(Cl)cc2C(=O)c2ccccc2)c1	nt	12.7%	5.7%[12.3 µM]

Later entries
Compound	N370S GC mod	FEN1 inh	TDP1 inh
COc1ccc(OC)c(-n2c(O)c(C=Nc3c(C)n(C)n(-c4ccccc4)c3=O)c(=O)[nH]c2=S)c1	-17.4%	-1.2%	0.0%
COC(=O)c1ccccc1OP(=O)(c1cccc([N+](=O)[O-])c1)c1cccc([N+](=O)[O-])c1	0.9%	-0.7%	3.6%
COC(=O)C1=C(c2ccccc2OCc2ccccc2)C[C@@H]2CC[C@H]1N2C(=O)NCCCOC(C)C	nt	-1.3%	-0.5%
Nc1cccc(N=Cc2c(O)n(Cc3ccc(F)cc3)c(=O)[nH]c2=O)c1	0.6%	-1.5%	5.7%
COc1ccc(-n2c(O)c(C(C)=NC3CC3)c(=O)[nH]c2=O)cc1	-5.3%	-0.8%	0.0%
Cc1ccc(-n2c(O)c(C=NCCN3CCNCC3)c(=O)[nH]c2=S)cc1	-11.9%	0.7%	nt
CCN(CC)C(=O)c1ccc(NC(=O)c2c(C)noc2C)cc1	nt	-0.5%	0.2%
CCCn1cc(CN2CCCC(C(=O)c3cccc(OC)c3)C2)c(C)n1 (stereo unspecified)	1.7%	1.7%	0.0%
Cc1cc(S(=O)(=O)NCc2ccccc2)ccc1OCC(=O)N1CCN(C)CC1	-1.7%	1.1%	3.3%
NC(=O)c1cn(C2OC(CO)C(O)C2O)c2ncnc(N)c12 (stereo unspecified)	2.5%	-3.3%&23.0%	0.0%

Compound	N370S GC mod	FEN1 inh	TDP1 inh
CCOC(=O)c1ccc(-[n+]2c(-c3ccccc3)cc(-c3ccccc3)cc2-c2ccccc2)cc1	-11.4%	4.4%	3.6%
ClC(Cl)=C(c1ccc(Cl)cc1)c1ccc(Cl)cc1	-9.0%&3.6%&5.5%&3.0%	-19.8%	5.7%[56.1 µM]
O=CN1CCCCC1C1CC[C@H]2CCCCN2C1 (stereo partly specified)	-7.8%	nt	12.4%[56.1 µM]
CCC(=NCc1ccco1)c1c(O)n(-c2ccc(Cl)cc2)c(=O)[nH]c1=O	7.2%	1.1%	7.7%
C=CCn1c(O)c(C(C)=NC2CC2)c(=O)[nH]c1=O	6.1%	6.2%	8.2%
CN1CCC2(CC1)C(C#N)=C(N)NC(S)=C2C#N	12.1%&-11.3%	-22.6%&-6.3%	-0.6%&0.0%
COc1cc(OC)cc(C(=O)NC(=S)N2C[C@H]3C[C@H](C2)c2cccc(=O)n2C3)c1	2.3%	-0.4%	nt
CCCCN1C(=N)C(CC)(CC)C(=O)NC1=O	-16.0%	9.6%	5.5%
c1cc2c(cc1[C@H]1OC[C@H]3[C@@H]1CO[C@H]3c1ccc3c(c1)OCO3)OCO2	nt	-1.3%	-1.9%
Cc1ccc2[nH]c3c(c2c1)CN(C(=O)CN1C[C@H]2C[C@@H](C1)c1cccc(=O)n1C2)CC3	7.5%	2.3%	nt

Compound	N370S GC mod	FEN1 inh	TDP1 inh
CCOc1ccc([N+](=O)[O-])cc1CNCCc1ccccc1	1.2%	-16.4%	0.0%
CCN1CCN(Cc2ccc(OC(F)(F)F)cc2)CC1	-2.7%	-16.4%	-2.2%
COCc1cc(OC(=O)N(C)C)nc2c1c(C)nn2C	-3.2%	3.7%	-2.7%
COc1ccc(-c2nc3ccccc3c(=O)n2-c2ccc(OC)cc2)cc1	-14.2%	10.7%	3.7%
CCCCn1c(O)c(/C(CC)=N/N2CCCCC2c2cccnc2)c(=O)[nH]c1=S (stereo unspecified)	4.2%	-9.2%	10.7%
Cc1ccc(CCN2CC(C(=O)N3CCC4(CC3)OCCO4)CC2=O)cc1 (stereo unspecified)	-1.0%	-0.2%	3.8%
C[C@H]1C2Cc3ccc(O)cc3[C@]1(C)CCN2CC1CC1	-5.0%	?	9.6%[56.1 µM]
O=C1NC(=O)N(c2ccc(F)cc2)C(=O)/C1=C/c1ccc2c(c1)CCCN2Cc1ccccc1	16.1%	?	0.0%
Cn1cnnc1Sc1cc(N2CCNCC2)ccc1[N+](=O)[O-]	-3.1%	-8.9%	5.7%
CCN(CCO)c1ccc(N=Cc2c(O)n(C)c(=S)[nH]c2=O)cc1	-5.5%	-14.6%	?

Compound	N370S GC mod	FEN1 inh	TDP1 inh
O=C(Nc1ccc2ccccc2c1)c1nn(C23CC4CC(CC(C4)C2)C3)cc1Br	22.3%	15.7%	-4.9%
CN(C)C(=O)O/N=C(\N)COc1ccc(C(C)(C)C)cc1	2.3%	5.9%	2.6%
CCCC1COC(Cn2cncn2)(c2ccc(Cl)cc2Cl)O1 (stereo unspecified)	-0.5%&-2.4%	-4.1%	-1.0%&1.9%
CN(C)c1ccc(CN2CCc3nc(N4CCN(c5ccccn5)CC4)ncc3C2)cc1	nt	1.2%	16.2%
O=c1c2ccccc2nc(Cc2ccccc2)n1-c1ccccc1O	25.5%	7.2%	2.4%
N#Cc1cc2c(nc1SCC(=O)Nc1cc(Cl)ccc1Cl)C1CCN2CC1	23.2%	-3.5%	2.6%
CCCCN=C[C@]12CCC(O)CC1(O)CCC1[C@@H]2CC[C@]2(C)[C@H](C3C=CC(=O)O3)CCC12O (stereo partly specified)	1.8%	15.3%	nt
O=c1[nH]c(=S)[nH]c(O)c1N=Nc1ccc(SC(F)F)cc1	-18.8%	-1.6%	2.6%
O=C(Nc1ccc(F)c(Cl)c1)N(Cc1ccc2c(c1)OCO2)C1CCN(Cc2ccccc2)CC1	nt	-16.0%	8.7%
CN1CCN(c2cccc3c2C(=O)c2ccccc2C3=O)CC1	-5.7%	?	3.5%
NC[C@H](O)c1ccc(O)cc1	-4.2%[21.6 µM]	nt	9.7%[21 µM]

Source: PubChem BioAssay
